Compound activity: PubChem BioAssay, Icahn School of Medicine at Mount Sinai
ROC1-CUL1 inh = inhibitors of human ROC1-CUL1 ubiquitin ligase activity; in vitro K48 di-Ub FRET, acceptor:donor ratio, 45 min; actives 0.6% (n = 140,000); AID 1347404, 2020; inhibition, % at 10 µM; in the data active means inhibition above about 25%
Target sequence (P62877 whole entry, looked up): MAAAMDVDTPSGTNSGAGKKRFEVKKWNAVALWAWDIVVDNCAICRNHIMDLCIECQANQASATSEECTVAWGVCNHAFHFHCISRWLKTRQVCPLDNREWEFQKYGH
Target sequence (Q13616 whole entry, looked up): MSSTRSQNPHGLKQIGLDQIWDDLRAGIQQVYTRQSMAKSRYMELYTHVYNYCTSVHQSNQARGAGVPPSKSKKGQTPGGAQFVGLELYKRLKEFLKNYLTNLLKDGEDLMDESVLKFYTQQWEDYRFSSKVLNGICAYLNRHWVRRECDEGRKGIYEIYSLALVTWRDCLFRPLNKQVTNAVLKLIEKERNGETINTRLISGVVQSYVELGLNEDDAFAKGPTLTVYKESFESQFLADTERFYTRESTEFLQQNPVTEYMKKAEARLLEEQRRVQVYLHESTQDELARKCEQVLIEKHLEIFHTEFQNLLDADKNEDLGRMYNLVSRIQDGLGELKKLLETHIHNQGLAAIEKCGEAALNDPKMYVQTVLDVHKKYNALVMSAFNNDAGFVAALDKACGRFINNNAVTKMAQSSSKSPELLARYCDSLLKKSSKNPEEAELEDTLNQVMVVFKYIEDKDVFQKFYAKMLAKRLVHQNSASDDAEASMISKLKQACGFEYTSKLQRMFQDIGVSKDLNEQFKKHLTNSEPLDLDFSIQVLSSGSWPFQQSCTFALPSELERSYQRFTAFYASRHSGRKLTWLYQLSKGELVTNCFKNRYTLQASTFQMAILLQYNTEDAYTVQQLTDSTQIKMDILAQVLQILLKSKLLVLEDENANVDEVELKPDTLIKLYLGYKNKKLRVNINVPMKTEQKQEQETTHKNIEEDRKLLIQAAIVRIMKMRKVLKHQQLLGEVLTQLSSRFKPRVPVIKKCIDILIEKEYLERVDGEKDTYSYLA
An asterisk follows results filed as active; & = joins results of further samples. Some of the compounds tested (hit frequency here may not be typical).

Sample of the layout:
SMILES	ROC1-CUL1 inh
CN1CCN(C2Cc3cc(Cl)ccc3Sc3cc(Cl)ccc32)CC1 (stereo not given)	-6
N#Cc1c(CCc2ccccc2)nc2n(c1=O)C(=N)C(C#N)S2 (stereo not given)	3
CCN1CCCC(NC(=O)c2cc([N+](=O)[O-])ccc2OC)C1 (stereo not given)	-6
CC(C)c1ccc(N2C(=O)CS(=O)(=O)C23C(=O)N(Cc2cccc(F)c2)c2ccccc23)cc1 (stereo not given)	-6
CCOC(=O)c1cc(C(=O)O)n(C)n1	3
CN(CC(=O)Nc1ccccc1F)S(=O)(=O)c1ccc2c(c1)c(=O)n(C)c(=O)n2C	-8
COc1cc(OC)c(OC)cc1CNC1CCCN(Cc2ccccn2)C1 (stereo not given)	1
Cc1ccc(Nc2nnc(-n3nc(C)cc3C)nn2)cc1	2
COc1ccc(C2C3=C(N=c4s/c(=C/c5cccc(OC)c5O)c(=O)n42)c2ccccc2CC3)cc1 (stereo not given)	-9
Cc1ccc(-n2nc(CO)c(C(=O)NCCCCc3ccccc3)n2)cc1C	15
O=C(O)C1CC=CCC1C(=O)Nc1cccc(O)c1 (stereo not given)	-3
Cc1ccc(C)c(NS(=O)(=O)c2ccc(I)cc2)c1	1
COc1ccc(CN2CCN=C2C[N+](=O)[O-])cc1F	3
O=C(Nc1nc(-c2ccc(Cl)cc2)cs1)C1CC1	-6
Cc1c(C)n(C(=O)CSc2nc3ccccc3[nH]2)c2ccccc12	0
CCC1CCc2nc3sc(C(=O)Nc4ccc(Br)cc4C)c(N)c3cc2C1 (stereo not given)	-6
Nc1c(C(=O)Nc2ccc(Cl)cc2)sc2nc3c(c(-c4cccs4)c12)-c1ccccc1C3=O	-3
CCOc1cc(C(=O)NC(C)COC)cc(OCC)c1OCC (stereo not given)	4
COC(=O)c1ccc(-c2noc(CN(C)CC3Cc4ccccc4O3)n2)cc1 (stereo not given)	8
Cc1ccc(C(C)NC(=O)/C(C#N)=C/c2ccc3c(c2)OCO3)cc1C (stereo not given)	-5

The listing (from the top)
SMILES	ROC1-CUL1 inh
CN1CCN(C2Cc3cc(Cl)ccc3Sc3cc(Cl)ccc32)CC1 (stereo not given)	-6
N#Cc1c(CCc2ccccc2)nc2n(c1=O)C(=N)C(C#N)S2 (stereo not given)	3
CCN1CCCC(NC(=O)c2cc([N+](=O)[O-])ccc2OC)C1 (stereo not given)	-6
CC(C)c1ccc(N2C(=O)CS(=O)(=O)C23C(=O)N(Cc2cccc(F)c2)c2ccccc23)cc1 (stereo not given)	-6
CCOC(=O)c1cc(C(=O)O)n(C)n1	3
CN(CC(=O)Nc1ccccc1F)S(=O)(=O)c1ccc2c(c1)c(=O)n(C)c(=O)n2C	-8
COc1cc(OC)c(OC)cc1CNC1CCCN(Cc2ccccn2)C1 (stereo not given)	1
Cc1ccc(Nc2nnc(-n3nc(C)cc3C)nn2)cc1	2
COc1ccc(C2C3=C(N=c4s/c(=C/c5cccc(OC)c5O)c(=O)n42)c2ccccc2CC3)cc1 (stereo not given)	-9
Cc1ccc(-n2nc(CO)c(C(=O)NCCCCc3ccccc3)n2)cc1C	15
O=C(O)C1CC=CCC1C(=O)Nc1cccc(O)c1 (stereo not given)	-3
Cc1ccc(C)c(NS(=O)(=O)c2ccc(I)cc2)c1	1
COc1ccc(CN2CCN=C2C[N+](=O)[O-])cc1F	3
O=C(Nc1nc(-c2ccc(Cl)cc2)cs1)C1CC1	-6
Cc1c(C)n(C(=O)CSc2nc3ccccc3[nH]2)c2ccccc12	0
CCC1CCc2nc3sc(C(=O)Nc4ccc(Br)cc4C)c(N)c3cc2C1 (stereo not given)	-6
Nc1c(C(=O)Nc2ccc(Cl)cc2)sc2nc3c(c(-c4cccs4)c12)-c1ccccc1C3=O	-3
CCOc1cc(C(=O)NC(C)COC)cc(OCC)c1OCC (stereo not given)	4
COC(=O)c1ccc(-c2noc(CN(C)CC3Cc4ccccc4O3)n2)cc1 (stereo not given)	8
Cc1ccc(C(C)NC(=O)/C(C#N)=C/c2ccc3c(c2)OCO3)cc1C (stereo not given)	-5
CCN1CCN(S(=O)(=O)Cc2ccc(F)cc2)CC1	-1
COc1ccc(OC)c(NC(=O)c2oc3c(c2C)-c2nn(Cc4ccc(Cl)cc4)cc2CC3)c1	-5
CC(=O)c1sc(N2C(=O)C(=O)C(C(=O)c3cc4ccccc4o3)C2c2cccc(Cl)c2)nc1C (stereo not given)	-3
C=CCCC(=O)N(CC)CC1CCCN(CCc2cccc(OC)c2)C1 (stereo not given)	0
CC1=Nc2nc(NCc3ccc(Br)cc3)nn2C(=O)C1Cc1ccccc1 (stereo not given)	-8
CC1OC(COC(=O)c2ccccc2)C(OC(=O)c2ccccc2)C1OC(=O)c1ccccc1 (stereo not given)	-11
CC(C)(C)c1ccc(S(=O)(=O)c2cnc(SCC(=O)Nc3ccc4c(c3)OCCO4)[nH]c2=O)cc1	-3
N#CC(C(=O)c1ccccc1)C1=NCCC1 (stereo not given)	-1
CCc1ccc(C2c3c(-c4ccccc4O)n[nH]c3C(=O)N2Cc2cccnc2)cc1 (stereo not given)	7
OC(COc1ccccc1CNCCOc1cccnc1)CN1CCCCC1 (stereo not given)	11
CC(C)(CO)NCc1ccccc1C(F)(F)F	1
CCOc1ccc(C2NC(=O)N=C(C)C2C(=O)OCCCl)cc1OC (stereo not given)	-7
Cc1oc2ncnc(N3CCOCC3)c2c1C(=O)NCc1ccc(Cl)cc1	0
CN(C)Cc1ccc(Cl)cc1Sc1ccc(Cl)cc1Cl	-7
CC1=NC(=O)CC(c2cccc(Cl)c2)C1C(=O)OC1CCCCCC1 (stereo not given)	1
COc1cc(C(O)c2cc3c(cc2CO)OCO3)cc(OC)c1OC (stereo not given)	2
COc1cccc(CNC(=O)c2oc3c(c2C)-c2nn(Cc4cccc(Cl)c4)cc2CC3)c1OC	-2
N#Cc1ccc(N2CCN(CC3(c4cccc(F)c4)CCOC3)CC2)nc1 (stereo not given)	10
Cc1cccc(CCNc2nc3nonc3nc2NC2CC2)n1	1
O=C(CSC1CC(=O)N(c2cccc(Cl)c2)C1=O)Nc1ccc(Cl)c(Cl)c1 (stereo not given)	0
Cc1c(Br)c([N+](=O)[O-])nn1Cc1ccc(C(=O)O)cc1	-6
ON=C1CC2CC3(CC(C1)c1ccccc12)OCCO3	5
COc1ccc(S(=O)(=O)N2CCC(c3nnc(-c4ccccc4C)o3)CC2)c(OC)c1	-1
Cc1ccccc1/C=C/C(=O)C1C=C(Br)C=CC(=O)C1=O (stereo not given)	-2
CC(C)NC(=O)C(C)Oc1ccc(Cl)cc1 (stereo not given)	-4
COc1ccc(-c2noc(N3CCC(C(=O)N4CCN(c5cccc(OC)c5)CC4)CC3)n2)cc1	2
C[C@H]1C(=O)N(C)CCN1c1nc2nonc2nc1NCc1ccccc1	-12
COc1ccc2[nH]c(C)c(C/C=C(/C)Cl)c(=S)c2c1	-11

A draw from above in order of formula weight, ascending.
SMILES	ROC1-CUL1 inh
C[C@H]1C(=O)N(C)CCN1c1nc2nonc2nc1NCc1ccccc1	-12
N#Cc1ccc(N2CCN(CC3(c4cccc(F)c4)CCOC3)CC2)nc1 (stereo not given)	10
COc1ccc(-c2noc(N3CCC(C(=O)N4CCN(c5cccc(OC)c5)CC4)CC3)n2)cc1	2

(more compounds)
SMILES	ROC1-CUL1 inh
O=C(NCCN1CCN(Cc2ccc([N+](=O)[O-])cc2)CC1)C(=O)NCc1ccccc1	-5
Cc1ccc(CSc2nc3ccc(NC(=O)COc4ccccc4)cc3s2)cc1	2
Cc1nnc(SCc2cccc(C(F)(F)F)c2)[nH]c1=O	2
CCN(CC)CCn1c(=N)n(CCOc2ccccc2Cl)c2ccccc21	-9
Cc1ccc(CN2c3ccccc3-c3nc(SCC(=O)NCc4ccccc4)ncc3S2(=O)=O)cc1	-8
COc1ccc(NC(=O)C(CC(C)C)NC(=O)C2CCCCC2)c(OC)c1 (stereo not given)	-1
CC1=NN(c2ccccc2)C(=O)C1(C)[N+](=O)[O-] (stereo not given)	3
Cc1onc(-c2ccccc2Cl)c1C(=O)NC1CCC(C)CC1 (stereo not given)	0
CC(C)COc1cccc(-c2cc(C(=O)NC(=S)N=C3C(=O)N(c4ccccc4)N(C)C3C)c3ccccc3n2)c1 (stereo not given)	9
Clc1ccc(-c2nnc(-c3cccs3)o2)cc1	-2
CCC(=O)N(C(=O)CC)N1CCN(c2ccncc2S(=O)(=O)N2CCCCC2)CC1	-8
Cc1c(C(=O)Oc2ccc(-c3cnc4ccccc4n3)cc2)cc([N+](=O)[O-])cc1[N+](=O)[O-]	4
Cc1cccc(C2CC(=O)Nc3cc4c(cc32)OCO4)c1 (stereo not given)	-3&7
Cc1cc(C)c2nc(N3C(=O)C(=O)C(C(=O)c4cc5ccccc5o4)C3c3cccs3)sc2c1 (stereo not given)	-2
COC(=O)c1ccccc1NC(=O)c1ccc2c(=O)n3c(nc2c1)CCCCC3	-5
O=C(O)CCCC(=O)NCCc1cccc(Cl)c1	5
CCOc1ccc(N(C)C(=O)C2CCN(S(=O)(=O)c3c(C)noc3/C=C/c3ccc(C)cc3)CC2)cc1	-8
NN1C(=O)/C(=C/c2ccc(O)c(Br)c2)SC1=S	50*
CCOC(=O)c1cc(NC(=O)C2CC(C)=C(C)CC2C(=O)O)cc(C(=O)OCC)c1 (stereo not given)	-1
CCOc1ccc(C2c3c(n[nH]c3-c3ccccc3)OC(=N)C2C#N)cc1OCC (stereo not given)	-4
COc1ccc(Cl)cc1NS(=O)(=O)c1ccc(Br)s1	10
CCCCN1C(=O)/C(=C/c2cc(OC)c(OC)c(OC)c2)N(C)C1=S	-2
CCCCN1C(=O)c2[nH]nc(-c3ccccc3O)c2C1c1cc(Br)c(O)c(OC)c1 (stereo not given)	0
COc1ccc(NC(=O)c2oc3ccc(F)cc3c2C)c(OC)c1	-2
CCOc1ccccc1CN1CCC(C(Cc2ccccc2)N(CC)C(=O)C2CCOCC2)CC1 (stereo not given)	5
Cc1c(C=C2C(=O)OC(C)(C)OC2=O)c2ccccc2n1C	4
COc1cc(OC)cc(C2c3c(n[nH]c3-c3cccnc3)OC(=N)C2C#N)c1 (stereo not given)	-9
CCOc1ccc(S(=O)(=O)N2CCN(C)CC2)cc1C(C)(C)C	-6
CCc1cc(Br)ccc1NC(=O)C1CC(=O)N(c2ccc(F)cc2)C1 (stereo not given)	-7
O=S(=O)(c1ccccc1)C12Cc3ccccc3C1C1(S(=O)(=O)c3ccccc3)Cc3ccccc3C21 (stereo not given)	-2
Cc1cccn2c(CN(C)CC3CCOCC3)c(C(=O)N(C)CCc3ccccc3)nc12	4
Cc1oc(-c2ccccc2NC(=O)C2CCC2)nc1CNC(=O)c1ccc(N2CCCC2=O)cc1	0
O=C(Nc1nnc(S(=O)(=O)N2CCCc3ccccc32)s1)c1ccc(Cl)cc1	10
COc1ccc2c(c1)c(CC(=O)Nc1cc(C)cc(C)c1)c(C)n2C(=O)c1ccc(Cl)cc1	3
COc1cccc(N2C(=O)N(c3ccccc3Cl)C3CS(=O)(=O)CC32)c1 (stereo not given)	8
CC(O)Cc1cn(CC2CCN(C(=O)Nc3cccc(F)c3)CC2)nn1 (stereo not given)	15
COc1ccc(N2C(=O)c3cccnc3C2=O)cc1OC(C)=O	1
COC(=O)c1ccc(C2C3C(=O)CC(c4ccc(C)cc4)CC3=Nc3ccccc3N2C(=O)c2cc(OC)c(OC)c(OC)c2)cc1 (stereo not given)	6
C#CCOc1c(Cl)cc(/C=c2\sc3n(c2=O)C(c2ccc(Br)cc2)C2=C(N=3)c3ccccc3CC2)cc1OCC (stereo not given)	2
COc1ccc(CNC(=O)c2ccc3c(c2)nc2n3CCOC2)c(OC)c1	-3
CC(C)CN1CCCC1C(=O)Nc1ccccc1Oc1cccnc1 (stereo not given)	5
Cc1ccccc1NC(=O)c1sc2nc3n(c(=O)c2c1C)N=C(c1ccccc1)CS3	-5
CCOC(=O)c1ccc(NC(=O)c2c(C)oc3nc(C)nc(N4CCCC4)c23)cc1	2
CN(CC1CCCN(CCc2ccccc2F)C1)C(=O)c1cnsn1 (stereo not given)	-1
NC(=O)C1(N2CCCCC2)CCN(c2nc(-c3ccc(Br)cc3)cs2)CC1	5
COc1ccc(-n2c(CC3C(=O)N(C)c4ccc(C)cc43)nc3ccccc3c2=O)cc1 (stereo not given)	-7
Cc1ccc(CCC(=O)NCc2ccccc2C)cc1	2
O=C(Cc1ccc(Cl)cc1)NC(=S)Nc1ccc(Cl)c(C(=O)O)c1	-1
CCc1ccc(NC(=O)C(C)C)cc1	-1
O=C(N/N=C/c1c(F)cccc1Cl)c1ccc(CN2CCc3ccccc3C2)cc1	-10
CSc1ccc(CC2(CCC(=O)N3CCN(Cc4cccc(Cl)c4)CC3)CCC(=O)N2)cc1 (stereo not given)	6
COC(=O)CCN(C(=O)c1c(C)oc2ncnc(N3CCOCC3)c12)c1ccccc1	-11
CCNC(=O)c1cccc(-c2cccc(-c3ccn[nH]3)c2)c1	4
COc1ccc(OC)c(NC(=O)/C=C/c2ccc(OC)c(OC)c2)c1	-5
COc1ccc(C2(CNC(=O)c3ccccc3)CCCCC2)cc1OC	1
C=CCNC(=O)N1CCCC1C(=O)Nc1cccc(-n2cccn2)c1 (stereo not given)	-6
COc1ccc2c(c1)c1c(c(=O)n(Cc3ccccc3)c(=O)n1CC(=O)Nc1ccc(C)cc1C)n2C	0
O=c1oc2ccccc2n1CCN1CCc2[nH]nc(-c3ccc(F)cc3)c2C1	4
CC(NC(=O)C(C)N1c2cccc3cccc(c23)S1(=O)=O)c1ccccc1 (stereo not given)	-11
CC(C)(C)NC(=O)CSc1nc2ccc(NC(=O)CSc3nc4ccc(N)cc4s3)cc2s1	-6

More entries follow.
SMILES	ROC1-CUL1 inh
CCCc1nnc(NC(=O)c2cc(=O)c3ccccc3o2)s1	-3
C=CCn1c(SCC(=O)Nc2ccc(Cl)cc2)nc2ccccc2c1=O	-4
CCCc1[nH]nc2c1C(c1ccc(F)c(F)c1)C(C#N)C(=N)O2 (stereo not given)	1
Cc1noc(C)c1S(=O)(=O)N(CC(=O)NCCc1ccc(Cl)cc1)c1ccc(C(C)C)cc1	0
